NTR1 ag: NTR1-driven beta-arrestin-GFP spot formation – imaging, U2OS cells, high content, primary screen (AID 493036); agonist mode; P30989; activation, % at 20 µM; 0.17% of 330,000 active;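 active means activation at or above 40% of the spot to cytoplasm intensity ratio, with at least 20 cells analyzed; inconclusive means wells under 20 cells, flagged as cytotoxic or low count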;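 further: 0% = DMSO without peptide and 100% = 100 nM NTR1 peptide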
Target sequence (P30989 whole entry, looked up): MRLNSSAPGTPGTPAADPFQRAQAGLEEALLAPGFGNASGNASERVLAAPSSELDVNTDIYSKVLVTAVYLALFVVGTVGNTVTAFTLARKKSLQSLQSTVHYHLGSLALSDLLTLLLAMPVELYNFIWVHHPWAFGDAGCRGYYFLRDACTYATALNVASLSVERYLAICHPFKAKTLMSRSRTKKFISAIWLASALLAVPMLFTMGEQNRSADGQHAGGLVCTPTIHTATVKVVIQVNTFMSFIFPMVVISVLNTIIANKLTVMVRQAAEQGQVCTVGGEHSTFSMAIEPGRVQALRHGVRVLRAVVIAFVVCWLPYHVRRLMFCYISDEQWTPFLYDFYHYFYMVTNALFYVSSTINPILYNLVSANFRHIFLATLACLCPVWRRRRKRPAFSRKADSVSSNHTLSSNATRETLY
MgcRacGAP inhibition: MgcRacGAP GTPase-activating activity inhibitors, confirmation, biochemical, ADP Hunter fluorescence. AID 624330. inhibition, % at 30 µM; hits with a dose series show IC50 in µM. MgcRacGAP-stimulated Rac1 GTP hydrolysis, ADP Hunter fluorescence; higher % means a stronger effect; GST-tagged Rac1 F28L mutant substrate. 0.6% of 340,000 active;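 active means first-screen hits whose inhibition reached a set limit at any dose in the follow-up dose series; inconclusive means inhibition above the set first-screen limit but never retested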;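 further: fluorescence reports GDP produced by GAP-driven GTP hydrolysis; strong numbers were not always called active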
SV40 large T antigen: SV40 large T antigen inhibitors, biochemical (AID 1903) | SV40 large T antigen ATPase/helicase inhibition assay; higher % means a stronger effect | 0.39% of 310,000 active | one-dose inhibition, % at 20 µM; IC50 in µM for titrated hits; in the data active means a potency from the dose series; inconclusive means inhibition mostly from about 32% at the one dose, without a potency; inactive means the rest, 99 in 100 with inhibition below about 32%; further: strong numbers were not always called active
RSV CPE inhibition: inhibition of RSV-induced cytopathic effect – HEp-2 cells, primary 10 µM value included (AID 2391) | HEp-2 cells, RSV-induced CPE inhibition; higher % means a stronger effect | CPE inhibition, % at 10 µM, or IC50 in µM where a hit was titrated | 0.13% of 310,000 active; in the data active means a potency from the dose series; inconclusive means CPE inhibition mostly from about 23% at the one dose, without a potency; inactive means the rest, 99 in 100 with CPE inhibition below about 21%; further: strong numbers were not always called active
T cell HTS: modulates CD8 T cell binding to vesicles. 2C CD8+ T cell-vesicle binding, flow cytometry; hits give low values. 0.068% of 330,000 active. AID 2052. calls only at 7 µM;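 active means response, share of CD8 T cells binding vesicles, and their 90th percentile fluorescence all below set limits, cut at about 80% in these data, passing the limit was not always enough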
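Material: 2C TCR transgenic mouse naive CD8+ T cells, MACS-purified. Also added: QL9-charged Drosophila Ld/ICAM-1/B7-1 vesicles. Timing: binding 1.5 h at 37 °C. Measured by: high-throughput flow cytometry with anti-B7-1 and anti-CD8 staining. Read-out: percent CD8+ FL2 mean versus row control. Controls: Unloaded micro-vesicles (low), QL9 vesicles with 0.7% DMSO (high).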
West Nile virus CPE: West Nile virus antiviral activity, cell-based, CPE readout (AID 1621); West Nile virus-infected cells, CPE inhibition; higher % means a stronger effect; one-dose CPE inhibition, % at 10 µM; IC50 in µM for titrated hits; 0.02% of 290,000 active; in the data active means a potency from the dose series; inconclusive means CPE inhibition mostly from about 3.7% at the one dose, without a potency; inactive means the rest, 99 in 100 with CPE inhibition below about 2.2%; further: strong numbers were not always called active
Salmonella PhoP GFP: inhibitors of PhoP regulon expression, primary screen, Salmonella Typhimurium, GFP reporter (AID 1863); S. Typhimurium PhoP-regulated promoter GFP reporter, 4 h; higher % means a stronger effect; one-dose inhibition, % at 50 µM; IC50 in µM for titrated hits; 0.16% of 300,000 active;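 active means inhibition over 29.93%, a cutoff 3 SD above the screen mean, later confirmed by dose response; inconclusive means inhibition over 29.93% but no dose response follow-up; inactive means inhibition at most 29.93% or unconfirmed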;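 further: 0% = low Mg2+ inducing control and 100% = high Mg2+ repressing control; strong numbers were not always called active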
K1F lysis inhibition: protection from phage-mediated lysis, alamar blue read-out – E. coli UTI89, K1F phage, bacterial capsule biogenesis inhibitors (AID 488966); E. coli UTI89 K1F phage lysis, alamar blue, 2 h; higher % means a stronger effect; inhibition, % at 100 µM, or IC50 in µM where a hit was titrated; 0.02% of 340,000 active;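 active means phage lysis inhibition, versus mean bacterial control, above a set limit; inconclusive means no clear call, values can overlap the other calls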;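 further: capsule biogenesis inhibitors block K1F phage lysis so surviving cells raise fluorescence; higher fluorescence means more inhibition of phage lysis; actives were called in the ten point dose series up to 300 µM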
Dengue-2 NS5 capping: flavivirus cap methylation enzyme inhibition – biochemical, confirmation dose response, primary screen (AID 588689). inhibition, % at 25 µM; hits with a dose series show IC50 in µM. 0.3% of 340,000 active. Dengue-2 NS5 methyltransferase capping enzyme assay, biochemical; higher % means a stronger effect; in the data active means a potency from the dose series; inconclusive means inhibition above about 29% without an active follow-up result
T cell HTS vesicle-bound %: further read-out of T cell HTS, marked with its call; double positive events, %; measured here: CD8+ vesicle-bound cell fraction;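 binding gate set so that unloaded-vesicle control wells show 10% double positive cells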
NTR1 ag cell count 20 µM: recorded beside NTR1 ag, whose call it bears; cell count; measured here: cell count, cytotoxicity flag
Dengue-2 NS5 capping pilot replicate: second read-out of Dengue-2 NS5 capping, no call of its own (marks repeat the call); inhibition, %; measured here: pilot screen replicate inhibition
Numbers without * were called inactive; i = inactive; ? = inconclusive; nt = not tested or not shown; [ ] = remark or other dose.

SMILES	NTR1 ag	NTR1 ag cell count 20 µM	MgcRacGAP inhibition	SV40 large T antigen	RSV CPE inhibition	T cell HTS	T cell HTS vesicle-bound %	West Nile virus CPE	Salmonella PhoP GFP	K1F lysis inhibition	Dengue-2 NS5 capping	others
Cc1[nH]c(SCC(=O)Nc2cc(S(C)(=O)=O)ccc2Cl)nc1Cc1ccccc1	4.0	52	3%	nt	nt	i	45	nt	nt	0.2%[50 µM]	-14%
COc1ccc(C(=O)Nc2sc(C(=O)N(C)C)c(C)c2C#N)cc1[N+](=O)[O-]	2.5	45	0%	12%	1.9%	i	52	0.1%	8%	1.5%[50 µM]	-9%
CCOc1ccccc1NC(=S)N1CCN(c2ccc(O)cc2)CC1	-0.4	67	nt	6.3µM*	0.7%	i	21	0.2%	1%	0.7%	4%
CC1(C)CC(=O)C(C=NCC2CCN(C(=S)Nc3cccc(Cl)c3)CC2)=C(O)C1	0.1	47	2%	2%	9.0%	i	7	-0.2%	2%	0.0%	-1%
O=C(CCN1CCOCC1)Nc1ccc2c(c1)N(C(=O)CN1CCOCC1)c1ccccc1CC2	0.9	50	-1%	1%	1.4%	i	38	0.9%	-16%	13%	0%
COc1cccc(NC(=O)CN(C)CC(=O)Nc2ccccc2-c2ccccc2)c1	4.2	58	28%	2%	2.1%	i	57	nt	-8%	-0.1%	-2%
CCOC(=O)C(O)(CC(=O)Nc1ccc(Cl)cc1Cl)C(F)(F)F (stereo not given)	-0.2	62	7%	-1%	3.4%	i	53	-0.2%	-6%	4.3%	-4%
CC(C)C(=O)Nc1ccc(C(=O)NNC(=O)c2ccco2)cc1	0.2	74	11%	20%	0.8%	i	1	-0.5%	11%	1.0%	4%
CCCCOC(=O)c1ccc(NC(=O)c2nn(C)cc2Br)cc1	0.3	51	9%	4%	9.0%	i	28	2.6%	7%	0.6%	-6%
O=C(CSc1n[nH]c(-c2cccnc2)n1)Nc1ccc([N+](=O)[O-])cc1	0.2	52	4%	4%	0.8%	i	39	0.0%	16%	i	-7%
Cc1ccc(C(C)C)c(OCC(=O)Nc2ccc3c(c2)nc(CCN2CCCCC2)n3C)c1	12	72	13%	10%	-2.1%	i	11	-1.5%	-2%	-0.3%	-12%
O=C(Cn1ncc2c1-c1ccccc1OC2)N1CCN(Cc2ccccc2)CC1	0.2	47	7%	2%	-1.4%	i	50	-0.6%	-10%	-0.8%[50 µM]	-5%

Five records picked at random from the list so far:
SMILES	NTR1 ag	NTR1 ag cell count 20 µM	MgcRacGAP inhibition	SV40 large T antigen	RSV CPE inhibition	T cell HTS	T cell HTS vesicle-bound %	West Nile virus CPE	Salmonella PhoP GFP	K1F lysis inhibition	Dengue-2 NS5 capping	others
CC1(C)CC(=O)C(C=NCC2CCN(C(=S)Nc3cccc(Cl)c3)CC2)=C(O)C1	0.1	47	2%	2%	9.0%	i	7	-0.2%	2%	0.0%	-1%
CCOc1ccccc1NC(=S)N1CCN(c2ccc(O)cc2)CC1	-0.4	67	nt	6.3µM*	0.7%	i	21	0.2%	1%	0.7%	4%
CCCCOC(=O)c1ccc(NC(=O)c2nn(C)cc2Br)cc1	0.3	51	9%	4%	9.0%	i	28	2.6%	7%	0.6%	-6%
CC(C)C(=O)Nc1ccc(C(=O)NNC(=O)c2ccco2)cc1	0.2	74	11%	20%	0.8%	i	1	-0.5%	11%	1.0%	4%
Cc1[nH]c(SCC(=O)Nc2cc(S(C)(=O)=O)ccc2Cl)nc1Cc1ccccc1	4.0	52	3%	nt	nt	i	45	nt	nt	0.2%[50 µM]	-14%

More records follow.
SMILES	NTR1 ag	NTR1 ag cell count 20 µM	MgcRacGAP inhibition	SV40 large T antigen	RSV CPE inhibition	T cell HTS	T cell HTS vesicle-bound %	West Nile virus CPE	Salmonella PhoP GFP	K1F lysis inhibition	Dengue-2 NS5 capping	others
Cc1nn(-c2ccccc2)cc1/C=N/NS(=O)(=O)c1ccccc1	6.5	80	2%	14%	0.4%	i	51	0.5%	-10%	-0.4%	-6%
O=C(CN1CCN(Cc2cccc3ccccc23)CC1)NCCc1ccccc1	0.8	42	5%	7%	5.7%	i	32	-0.8%	3%	0.2%	-5%
COc1cc(NC(=O)c2ccco2)c(OC)cc1NC(=O)CSc1ncc(-c2ccc(F)cc2)[nH]1	4.2	39	3%	0%	-0.5%	i	15	-0.5%	-1%	0.2%	0%
O=C(O)C1CCCCC1C(=O)NCc1ccc(F)cc1 (stereo not given)	-0.5	90	-1%	4%	3.7%	i	22	-0.7%	-3%	-0.1%	-8%	Dengue-2 NS5 capping pilot replicate=-7.0
Cc1noc(C)c1COc1ccc(CC(=O)NCCc2ccccc2)cc1	0.2	52	5%	12%	0.6%	i	36	-1.3%	1%	0.1%	-8%
O=C(NNC1=NCCC1)c1cccc(S(=O)(=O)N2CCCCC2)c1	-2.0	95	-2%	2%	1.1%	i	58	-0.1%	1%	0.1%	-4%
O=C(CNC(=O)c1ccco1)Nc1ccc(Cl)cc1	-1.2	63	nt	1%	1.7%	i	29	-0.1%	9%	1.1%[50 µM]	-6%
COc1cccc(/C=N/n2cnnc2)c1OCc1ccccc1	1.5	36	13%	4%	1.8%	i	46	-0.3%	2%	1.5%	2%
Cc1ccccc1NC(=O)C1CC(=O)OC12CCOC(C)(C)C2 (stereo not given)	-1.3	52	4%	nt	1.3%	i	9	0.3%	nt	0.3%	-2%
CC(C)(C)c1ccc(NC(=O)COC(=O)c2ccc(NS(=O)(=O)c3ccc(F)c(F)c3)cc2)cc1	5.5	37	9%	1%	7.7%	i	44	0.2%	1%	1.1%	-6%
O=C(CCCCCNC(=O)N1CCn2c1nc1ccccc12)N[C@H](Cc1ccccc1)C(=O)O	-0.5	100	1%	8%	3.0%	i	38	0.3%	-2%	7.8%	-1%
Nc1nc(-c2c[nH]c3ccccc23)cs1	-0.9	73	14%	4%	3.1%	i	18	3.0%	20%	-0.2%	3%
Cc1oc(C(C)(C)C)cc1C(=O)NC(Cc1ccccc1)C(=O)O (stereo not given)	1.6	62	10%	5%	-0.6%	i	16	0.2%	-2%	0.4%	1%
CC(=O)OC1CCC2(C)C(CCC3C2CC(OC(C)=O)C2(C)C3C[C@@H]3O[C@]4(CC[C@@H](C)CO4)[C@@H](C)C32)C1 (stereo not given in full)	0.5	86	nt	nt	-0.7%	i	32	-0.5%	nt	nt	nt
COc1ccc(/C=C(\C#N)C(=O)OCC(=O)NCc2ccc(Cl)cc2)cc1	-0.7	49	nt	-4%	0.7%	i	45	-0.3%	7%	nt	nt
CN(C)/C=C(/C(=O)c1ccccc1)n1cncn1	2.2	33	-2%	15%	1.8%	i	40	0.3%	1%	0.4%	1%
COc1cc(/C=C2\N=C3CCCCCN3C2=O)ccc1O	0.9	55	?	9.1µM*	1.4%	i	25	0.0%	15%	-0.4%	-19%
CCOc1ccc(OCC)c(NC(=O)C2CCN(c3cnccn3)CC2)c1	0.2	61	6%	-1%	-0.4%	i	12	0.0%	-4%	0.6%	-4%
COc1ccc(C(=O)Nc2nnc(C3=COCCO3)o2)cc1OC	-0.2	62	-2%	3%	1.3%	i	7	0.1%	-4%	0.0%	3%
O=C(Nc1ccccc1)N(C1=NCCCCS1)c1cccc2ccccc12	0.6	88	7%	20%	0.7%	i	18	-0.5%	8%	0.4%	-2%
Cc1ccccc1CN1CCN(S(=O)(=O)c2ccc(Cl)s2)CC1	1.7	63	0%	20%	19%	i	7	-0.8%	-4%	-0.1%	-4%
CCc1ccc(Nc2ncccc2C#N)cc1	-0.4	34	11%	3%	1.3%	i	27	nt	6%	0.0%	8%
O=C(/C=C/c1ccco1)NC(=S)Nc1cccc(-c2nc3ccccc3o2)c1	4.7	64	8%	11%	1.6%	i	42	0.7%	-13%	0.1%	1%
COc1ccc(C2=NS(=O)(=O)N(C)C(C(=O)NCc3ccco3)=C2)cc1OC	-0.6	84	1%	2%	-0.6%	i	12	-0.7%	nt	6.4%	-7%
CCCCNC(=O)C1(O)c2cc(Br)ccc2NC(=O)N1c1cccc(OC)c1 (stereo not given)	-0.4	54	12%	5%	1.9%	i	38	-0.3%	5%	0.2%	-1%
COc1ccc(NC(=O)COC(=O)CNC(=O)COc2ccccc2)cc1OC	-0.8	72	2%	nt	nt	nt	nt	nt	nt	0.6%[50 µM]	-10%
Cc1ccc(S(=O)(=O)CCC(=O)OCC(=O)NCCc2ccccc2)cc1	2.0	63	0%	1%	1.1%	i	48	nt	-4%	1.4%[50 µM]	2%
C[N+]1(C)CCCC(OC(=O)C(O)(c2ccccc2)c2ccccc2)C1 (stereo not given)	0.8	65	-1%	4%	-0.3%	i	33	0.2%	-9%	-3.2%	-7%
CCOC(=O)Cc1nn2c(=O)cc(C)nc2s1	0.3	44	2%	14%	-0.8%	i	58	-0.2%	-6%	1.1%	-21%
CC1CN(C(=O)c2cccc(S(=O)(=O)N3CCN(c4ccccc4)CC3)c2)CC(C)O1 (stereo not given)	-0.2	45	7%	nt	0.6%	i	39	nt	nt	0.5%[50 µM]	-13%
C=CCN(c1ccc(OC)cc1)S(=O)(=O)c1ccc(Cl)c(C(=O)OCC(=O)NC2CC2)c1	0.9	39	6%	7%	-2.1%	i	53	1.1%	3%	-0.5%	2%
Clc1ccc(CSc2nnc(/C=C/c3ccccc3)o2)c(Cl)c1	5.2	59	0%	10%	1.6%	i	34	0.0%	0%	0.0%[50 µM]	3%
CCOC(=O)N1CCN(CC(=O)Nc2nc3ccccc3s2)CC1	-0.3	66	-4%	11%	7.1%	i	22	-0.9%	0%	-1.0%	-3%
CC(C)C[C@@]12C(=O)N(c3cccc(F)c3)C(=O)N1[C@H](c1ccc(Br)cc1)[C@@H]1C(=O)N(C(C)(C)C)C(=O)[C@@H]12	2.0	73	7%	3%	2.4%	i	35	nt	7%	2.3%	-4%
Cc1cc([N+](=O)[O-])nn1Cc1ccc(C(=O)N/N=C/c2ccccc2)cc1	0.5	38	10%	20%	2.8%	i	47	-0.3%	9%	5.0%	6%
C/C(=N/NS(=O)(=O)c1ccccc1)c1c[nH]c2ccccc12	-0.1	65	5%	31%	11%	i	70	-0.6%	2%	0.5%	-11%
CCCC(NS(=O)(=O)c1ccc(Br)cc1)C(=O)O (stereo not given)	-0.6	102	6%	-5%	-0.3%	i	31	-0.6%	-5%	0.8%	-3%	Dengue-2 NS5 capping pilot replicate=-5.6
